CR mimetic SO: caloric restriction mimetics inhibiting age-related superoxide in yeast | S. cerevisiae aged cells, superoxide DHE fluorescence; hits give low values | superoxide response (% of plate mean), % at 10 µM | 330,000 compounds, 0.18% hits | AID 2690;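 active means superoxide response under a set limit, about three screen SD below normal, cut at about 65% in these data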;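 further: yeast aged for seven days with compound at 30 °C before DHE staining; 100% = average MFI of all compound-treated wells on the plate with controls excluded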
MEX-5 binding: C. elegans MEX-5 TCR-2 RNA binding activity. Q9XUB2. MEX-5/FITC-TCR2 RNA binding, fluorescence polarization; hits give low values. activity score (negative = inhibition of binding), % at 10 µM. 300,000 compounds, 0.38% hits;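 active means inhibition past about -25% in most replicates, and total fluorescence under double the plate's negative control median, limit read from the data; inconclusive means replicates evenly split on the limit, or fluorescence at least double controls; inactive means too little inhibition in most replicates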;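 further: 0% = DMSO and -100% = 5 µM competing unlabeled TCR2 RNA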
AGP1 TOR yeast: alters AGP1-GFP fluorescence in TOR pathway yeast screen. S. cerevisiae AGP1-GFP multiplex flow cytometry, 3 h; GFP as percent of DMSO wells. GFP response vs DMSO, % at 10 µM. 320,000 compounds, 0.02% hits;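 active means GFP response relative to DMSO above a set limit, near screen average plus 3 SD, cut at about 150% in these data; inconclusive means fewer than 70 cells counted for the yeast strain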;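 further: median GFP channel fluorescence of the gated AGP1 strain per well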
GLD-1 RNA inh: GLD-1-TGE RNA interaction inhibition (C. elegans); inhibition, % at 5.96 µM; AID 2280; 320,000 compounds, 0.44% hits; purified GLD-1 + fluorescein TGE RNA, fluorescence polarization;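 active means percent inhibition above a per-plate cutoff, the plate mean of test compounds plus 3 SD, cut at about 30% in these data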;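 further: 0% = DMSO wells with GLD-1 and probe and 100% = wells lacking GLD-1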
Target sequence (Q17339 whole entry, looked up): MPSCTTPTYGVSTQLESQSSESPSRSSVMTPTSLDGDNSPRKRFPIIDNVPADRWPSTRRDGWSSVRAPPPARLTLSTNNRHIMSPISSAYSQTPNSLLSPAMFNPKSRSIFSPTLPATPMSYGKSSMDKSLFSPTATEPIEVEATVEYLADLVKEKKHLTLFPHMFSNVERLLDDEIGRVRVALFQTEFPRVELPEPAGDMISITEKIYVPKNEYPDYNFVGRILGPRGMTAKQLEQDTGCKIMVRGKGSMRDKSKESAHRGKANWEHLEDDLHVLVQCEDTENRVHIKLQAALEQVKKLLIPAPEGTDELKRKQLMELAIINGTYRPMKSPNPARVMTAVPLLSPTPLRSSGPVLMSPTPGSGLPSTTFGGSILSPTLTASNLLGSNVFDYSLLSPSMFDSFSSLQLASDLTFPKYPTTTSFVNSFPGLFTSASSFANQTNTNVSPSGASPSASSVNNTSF
GRK2 aptamer HTS: blocks RNA aptamer binding to human GRK2; bead flow cytometry, FAM-aptamer displacement from GRK2; 330,000 compounds, 0.59% hits; inhibition of aptamer binding, % at 10 µM;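 active means inhibition of aptamer binding above 40%, roughly 3 SD of noise, on plates passing a quality check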;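 further: median bead fluorescence of bound FAM aptamer so fluorescent compounds give negative values; no value below 0 was filed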
MCL1-BIM inh: inhibitors of human MCL1 binding to BIM-BH3 peptide; Q07820; GST-MCL1 / FITC-Bim-BH3 fluorescence polarization; inhibition, % at 10.9 µM; 320,000 compounds, 0.68% hits; AID 2057;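 active means inhibition above the mean inhibition of all tested compounds plus 3 SD, set per campaign, cut at about 40% in these data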;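 further: 0% = DMSO wells and 100% = unlabeled Bim-BH3 peptide control; higher means more loss of mP so more displacement of Bim peptide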
Target sequence (Q07820 whole entry, looked up): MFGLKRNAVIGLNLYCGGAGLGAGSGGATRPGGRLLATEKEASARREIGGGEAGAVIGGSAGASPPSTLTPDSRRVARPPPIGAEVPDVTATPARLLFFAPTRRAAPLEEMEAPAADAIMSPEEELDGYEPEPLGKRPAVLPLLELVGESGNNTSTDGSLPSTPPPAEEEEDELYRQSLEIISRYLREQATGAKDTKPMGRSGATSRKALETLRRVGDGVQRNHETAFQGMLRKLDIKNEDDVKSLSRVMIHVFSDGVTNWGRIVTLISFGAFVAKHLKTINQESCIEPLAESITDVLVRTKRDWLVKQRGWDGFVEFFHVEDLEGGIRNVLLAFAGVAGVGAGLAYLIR
CIT2-GFP yeast: yeast TOR pathway CIT2-GFP modulation; AID 2029; 320,000 compounds, 0.065% hits; GFP response vs DMSO, % at 10 µM; S. cerevisiae CIT2-GFP strain, flow cytometry, 3 h; 100 means same as DMSO wells;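 active means GFP response relative to DMSO above a set limit, near the screen mean plus 3 SD, cut at about 150% in these data; inconclusive means Fewer than 70 cells measured for a yeast strain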;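 further: ratio of well median GFP fluorescence to mean of DMSO wells on the plate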
BCLXL inh: Bcl-xL (human) inhibition. Q07817. GST-Bcl-xL / FITC-Bim BH3 peptide fluorescence polarization. 320,000 compounds, 0.7% hits. inhibition, % at 10.9 µM. AID 2129;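 active means inhibition above the mean of all tested compounds plus 3 SD, cutoff set per campaign, cut at about 30% in these data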;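 further: 0% = DMSO wells and 100% = unlabeled Bim-BH3 peptide competitor; inhibitors lower millipolarization by displacing the labeled peptide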
VLA-4 inh: inhibition in a human VLA-4 binding assay; VLA-4 expressing cells, ligand binding flow cytometry; inhibition, % (about 7 µM as worked out from the volumes in the protocol); 330,000 compounds, 0.2% hits; P13612; in the data active means inhibition above about 50%
* = called active by the depositor; ? = inconclusive; . = not tested or not shown.

SMILES,CR mimetic SO,MEX-5 binding,AGP1 TOR yeast,GLD-1 RNA inh,GRK2 aptamer HTS,MCL1-BIM inh,CIT2-GFP yeast,BCLXL inh,VLA-4 inh
COc1ccccc1N(CC(=O)NCCSc1ccccc1)S(=O)(=O)c1ccccc1,104,-1.6,95,1,0,2,96,6,-10
Cc1nn(C)c(C)c1/C=N/NC(=O)CCn1nc(C)c([N+](=O)[O-])c1C,83,-1.4,99,0,19,2,99,4,-5
CCC(=O)Nc1ccc(C(=O)CSc2nnc(-c3ccc(O)cc3)n2CC2CCCO2)cc1 (centres undefined),98,1.6,104,3,1,5,102,-2,4
CCC(C)NCC(=O)Nc1ccc(S(N)(=O)=O)cc1 (centres undefined),101,2.9,95,-1,0,3,94,0,-1
CCC(C)[C@H](NC(=O)N1CCC(Cc2ccccc2)CC1)C(=O)O (some centres undefined),102,-3.1,94,-36,3,-8,95,-1,-6
CCCCCN(C(=O)CCC(=O)OCc1cccc(Cl)c1)c1c(N)n(CCCC)c(=O)[nH]c1=O,84,4.0,107,1,0,-1,99,-1,4
Cc1cc(Cl)nc2ccc(Cc3ccc4nc(Cl)cc(C)c4c3)cc12,101,3.6,105,2,3,-6,111,-6,-6
CC[C@@H](C)[C@@H]1CN([C@@H](C)CN2CCC[C@H]2CN2C(N)=NC[C@H]2CC(C)C)C(=N)N1CCCC1CCCC1,122,.,106,-1,0,.,110,.,-11
CS(=O)(=O)Nc1ccc2c3c(cccc13)CC2,90,1.3,104,0,0,2,101,7,1
OCc1cc(-c2ccccn2)no1,.,3.9,.,5,.,3,.,8,.
COc1ccccc1C(=O)NNC(=O)CCC(=O)NCc1ccccc1,87,0.3,98,6,1,1,99,0,23
O=C(NC1CCCCC1)c1cc(S(=O)(=O)N2CCCCC2)ccc1N1CCOCC1,71,.,103,5,42*,-1,96,-1,-2
CCOC(=O)CN=C1CC(C)(C)CC2=C1Sc1ncnc(N(C)C)c1N2,96,-21,.,14,0,29,116,38*,-6
Cc1cc(Nc2ccc3c(c2)OCCO3)c2ccccc2n1,102,0.0,104,1,0,-10,97,2,0
CS(=O)(=O)N1N=C(c2cccs2)CC1c1ccc(F)cc1 (centres undefined),93,0.4,100,-6,0,-13,89,-4,-18

Filtered by structure: the compounds so far with a Cl atom (two)
SMILES,CR mimetic SO,MEX-5 binding,AGP1 TOR yeast,GLD-1 RNA inh,GRK2 aptamer HTS,MCL1-BIM inh,CIT2-GFP yeast,BCLXL inh,VLA-4 inh
CCCCCN(C(=O)CCC(=O)OCc1cccc(Cl)c1)c1c(N)n(CCCC)c(=O)[nH]c1=O,84,4.0,107,1,0,-1,99,-1,4
Cc1cc(Cl)nc2ccc(Cc3ccc4nc(Cl)cc(C)c4c3)cc12,101,3.6,105,2,3,-6,111,-6,-6

Going on with the list:
SMILES,CR mimetic SO,MEX-5 binding,AGP1 TOR yeast,GLD-1 RNA inh,GRK2 aptamer HTS,MCL1-BIM inh,CIT2-GFP yeast,BCLXL inh,VLA-4 inh
Cc1ccc(-n2nc3c(=O)n(C(C)C(=O)NCc4ccc5c(c4)OCO5)nc(C)c3c2C)cc1 (centres undefined),101,-0.2,100,6,0,1,94,7,0
O=C(Nc1cc(Cl)cc(Cl)c1)C(NCC1CCCO1)c1ccccc1 (centres undefined),71,2.4,98,2,0,2,102,2,13
Cc1ccc2cc(C=C(C#N)C#N)c(N3CCCCC3)nc2c1,99,-2.4,82,-3,0,-6,88,0,8
Cc1ccc(N2CCCn3c2cc(C)c(C#N)c3=O)cc1Cl,96,-1.8,113,0,0,5,104,6,2
O=S(=O)(C(=CNc1ccccc1)S(=O)(=O)c1ccccc1)c1ccccc1,92,1.3,92,1,2,11,94,6,3
Cc1[nH]c2ccc(Br)cc2c(=S)c1C/C=C/Cl,98,-0.8,100,-10,0,4,94,5,-7
O=C(NC(=S)Nc1ccccc1)c1cncc(C#Cc2ccccc2)c1,100,-1.0,106,-8,0,0,107,2,6
Cn1cccc1C(=S)N1CCOCC1,96,-0.5,101,-1,1,-2,93,0,-2
Cc1ccc(S(=O)(=O)N2C(=O)c3cccc4cccc2c34)cc1,99,-1.8,98,-2,3,5,97,5,10
Cc1ccnc(SCC(=O)NC2CC2)n1,94,-2.1,103,14,0,9,103,4,1
Cc1nnc(NS(=O)(=O)c2ccc(Br)cc2)s1,109,0.4,98,0,2,6,99,7,1
Cc1nc2ccc(NC(=O)c3ccc(S(=O)(=O)N4CCOCC4)cc3)cc2s1,106,-1.0,106,9,5,5,96,-2,6
Cc1cc(=O)[nH]c(Nc2c(C)n(C)n(-c3ccccc3)c2=O)n1,91,0.7,95,0,3,12,97,7,6
C=CCn1c(SCC(=O)NC)nnc1C12CC3CC(CC(C3)C1)C2,100,-0.8,103,-5,4,-7,115,-1,-11
Nc1nc2ccc(C(=O)Nc3ccc(N4CCOCC4)cc3)cc2s1,88,.,96,2,3,.,106,.,-1

Copied from the entries so far, 3 compounds:
SMILES,CR mimetic SO,MEX-5 binding,AGP1 TOR yeast,GLD-1 RNA inh,GRK2 aptamer HTS,MCL1-BIM inh,CIT2-GFP yeast,BCLXL inh,VLA-4 inh
CC[C@@H](C)[C@@H]1CN([C@@H](C)CN2CCC[C@H]2CN2C(N)=NC[C@H]2CC(C)C)C(=N)N1CCCC1CCCC1,122,.,106,-1,0,.,110,.,-11
CS(=O)(=O)Nc1ccc2c3c(cccc13)CC2,90,1.3,104,0,0,2,101,7,1
OCc1cc(-c2ccccn2)no1,.,3.9,.,5,.,3,.,8,.

New compounds follow.
SMILES,CR mimetic SO,MEX-5 binding,AGP1 TOR yeast,GLD-1 RNA inh,GRK2 aptamer HTS,MCL1-BIM inh,CIT2-GFP yeast,BCLXL inh,VLA-4 inh
CCOC(=O)c1ccc(N=C2SC(C(=O)NCCc3ccccc3)CC(=O)N2C)cc1 (centres undefined),105,0.9,110,-2,0,2,96,8,6
O=C(NCCCC(=O)N1CCCCC1)c1ccc(Cl)cc1,105,0.5,106,.,2,.,107,.,2
CCCCN(C)C(=O)c1cc2cc([N+](=O)[O-])cc(OC)c2oc1=O,106,0.7,102,-4,2,4,100,5,0
CCCCNC(=S)NNC(=O)C1=NN(c2cc(C)ccc2C)C(=O)CC1,90,-2.3,92,5,0,14,98,7,-3
CCOc1ccc(CCNC(=O)COc2cccc(-n3cnnn3)c2)cc1OCC,114,-1.5,107,1,0,2,96,3,-1
O=C(Cc1ccc(F)cc1)Nc1c2c(nn1-c1cccc(Cl)c1)CS(=O)C2 (centres undefined),106,1.6,102,2,1,2,97,1,5
COc1cccc(CNC(=O)C2CCC(CNS(=O)(=O)c3cccc4nsnc34)CC2)c1 (centres undefined),102,1.1,111,4,0,-3,101,4,-13
CC(C)N1C(=O)CCC1C(=O)N1CCC(Cc2ccccc2)CC1 (centres undefined),95,-0.6,100,-1,1,-3,104,1,-15
COC(=O)c1sccc1N/N=C/c1ccc(OC)c(OC)c1OC,108,0.8,107,-3,2,3,104,1,-5
CCCCn1c(N)c(N(CC(C)C)C(=O)CC(NC(=O)c2ccccc2)c2ccccc2)c(=O)[nH]c1=O (centres undefined),91,-2.9,106,1,3,-15,93,-5,3
Cc1cccc(N2CCN(S(=O)(=O)c3ccc4c(c3)n(C)c(=O)c(=O)n4C)CC2C)c1 (centres undefined),90,1.0,94,8,0,5,97,0,-2
Cc1cccc(NC(=O)CNC(=O)C23CC4CC(CC(Cl)(C4)C2)C3)n1,98,3.1,89,-1,0,-4,75,-4,-10
COc1ccc(N(CC(=O)Nc2cc(C)cc(C)c2)S(=O)(=O)c2ccccc2[N+](=O)[O-])c(OC)c1,104,-2.8,99,8,0,-6,97,-9,-6
CC1=C(C(=O)Nc2cc(C(=O)N3CCN(c4cccc(C)c4C)CC3)ccc2C)SCCO1,84,0.8,104,5,0,6,105,5,-1
Cc1ccc(NC(=O)NC2=N/C(=C(/C#N)C(=O)N3CCCC3)c3ccccc32)cc1,105,2.4,?,2,4,3,?,3,32

SMILES,CR mimetic SO,MEX-5 binding,AGP1 TOR yeast,GLD-1 RNA inh,GRK2 aptamer HTS,MCL1-BIM inh,CIT2-GFP yeast,BCLXL inh,VLA-4 inh
CC(=O)N/C(=C\c1ccccc1)C(=O)OCC(=O)c1c(N)n(C)c(=O)n(C)c1=O,127,.,100,0,1,.,88,.,0
CC(C)(C)c1ccc(CSc2nnc(-c3ccccn3)n2Cc2ccco2)cc1,90,0.7,101,5,0,-3,102,-1,-16
COC(=O)c1ccc(OC(=O)CCc2cc(OC)c(OC)c(OC)c2)cc1,103,0.7,107,3,0,1,97,5,9
CC12COC3(C(=O)Nc4nccs4)CC1CCC32C (centres undefined),109,-0.6,96,-2,0,1,97,1,10
COc1ccc(CNC(=O)C2CC(c3ccc(C(F)(F)F)cc3)=NO2)cc1 (centres undefined),103,-5.6,103,-5,0,-4,92,-5,8
O=C1c2nccnc2C(=O)N1c1ccc(F)cc1,76,.,114,6,5,-2,115,4,-4
CC(=O)Nc1ccccc1-c1nc2ccc(C(=O)N3CCN(c4cccc(C)c4)C(C)C3)cc2[nH]c1=O (centres undefined),94,-1.9,101,-3,0,-3,102,3,-17

Profiles, quoted from the list.
`CC(=O)Nc1ccccc1-c1nc2ccc(C(=O)N3CCN(c4cccc(C)c4)C(C)C3)cc2[nH]c1=O` (centres undefined) is listed as CR mimetic SO: 94; MEX-5 binding: -1.9; AGP1 TOR yeast: 101; GLD-1 RNA inh: -3; GRK2 aptamer HTS: 0; MCL1-BIM inh: -3; CIT2-GFP yeast: 102; BCLXL inh: 3; VLA-4 inh: -17
`O=C1c2nccnc2C(=O)N1c1ccc(F)cc1` is listed as CR mimetic SO: 76; MEX-5 binding: .; AGP1 TOR yeast: 114; GLD-1 RNA inh: 6; GRK2 aptamer HTS: 5; MCL1-BIM inh: -2; CIT2-GFP yeast: 115; BCLXL inh: 4; VLA-4 inh: -4

Bioassay records (PubChem BioAssay)
